FUS suppressor: qHTS for Suppressors of FUS Proteinopathy: Primary screen using FUS-linked yeast assay; S. cerevisiae FUS-expressing, growth rescue, OD600, 24 h; 390,000 compounds, 0.24% hits; Potency, µM (highest dose often 76.6 µM), for the others: top-dose growth rescue (activation), usual class: activators;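 note: potency is the fitted concentration of half-maximal effect; plate controls were DMSO vehicle for no effect and reference control for full effect; nearly all actives have a fitted effect of over 55% in size; some results filed as inactive show a strong effect at the top dose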
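Yeast expressing FUS under galactose induction, OD 0.005 in 2% galactose medium; compounds in a dilution series, 24 h at 30C. Growth rescue by absorbance at 600 nm; CP55940 positive control, DMSO negative.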
PI5P4K alpha inh: qHTS for Inhibitors of phosphatidylinositol 5-phosphate 4-kinase (PI5P4K); PI5P4Kalpha enzyme, ADP-Glo luminescence, 60 min; active compounds read low; 330,000 compounds, 1.2% hits; Phosphatidylinositol 5-phosphate 4-kinase type-2 alpha (Homo sapiens), P48426; max response, %; active = max response of -50% or lower; inconclusive = between -30% and -50%; inactive = -30% or higher; note: value at the top dose of about 77 µM; % is set by controls: 0 for no effect and ±100 for the full control effect
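Quantitative HTS of the MLSMR library against PI5P4Kalpha with substrate. ATP added last at 5 microM final; room temperature, 60 minutes. Remaining ATP depleted, ADP converted and read as luminescence.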
EPAC1 antag: qHTS for Antagonist of cAMP-regulated guanine nucleotide exchange factor 3 (EPAC1): primary screen; Rap guanine nucleotide exchange factor 3 (Homo sapiens), O95398; Potency, µM (top dose mostly 115 µM), without a hit: at the top dose activity change, negative = inhibition, usual class: inhibitors; 360,000 compounds, 0.14% hits; EPAC1 GEF assay, Rap1b-BODIPY-GDP exchange fluorescence;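 note: potency is the fitted concentration of half-maximal effect; plate controls were vehicle for no effect and positive control for full effect; nearly all actives have a fitted effect of over 50% in size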
Target sequence (O95398 whole entry, looked up): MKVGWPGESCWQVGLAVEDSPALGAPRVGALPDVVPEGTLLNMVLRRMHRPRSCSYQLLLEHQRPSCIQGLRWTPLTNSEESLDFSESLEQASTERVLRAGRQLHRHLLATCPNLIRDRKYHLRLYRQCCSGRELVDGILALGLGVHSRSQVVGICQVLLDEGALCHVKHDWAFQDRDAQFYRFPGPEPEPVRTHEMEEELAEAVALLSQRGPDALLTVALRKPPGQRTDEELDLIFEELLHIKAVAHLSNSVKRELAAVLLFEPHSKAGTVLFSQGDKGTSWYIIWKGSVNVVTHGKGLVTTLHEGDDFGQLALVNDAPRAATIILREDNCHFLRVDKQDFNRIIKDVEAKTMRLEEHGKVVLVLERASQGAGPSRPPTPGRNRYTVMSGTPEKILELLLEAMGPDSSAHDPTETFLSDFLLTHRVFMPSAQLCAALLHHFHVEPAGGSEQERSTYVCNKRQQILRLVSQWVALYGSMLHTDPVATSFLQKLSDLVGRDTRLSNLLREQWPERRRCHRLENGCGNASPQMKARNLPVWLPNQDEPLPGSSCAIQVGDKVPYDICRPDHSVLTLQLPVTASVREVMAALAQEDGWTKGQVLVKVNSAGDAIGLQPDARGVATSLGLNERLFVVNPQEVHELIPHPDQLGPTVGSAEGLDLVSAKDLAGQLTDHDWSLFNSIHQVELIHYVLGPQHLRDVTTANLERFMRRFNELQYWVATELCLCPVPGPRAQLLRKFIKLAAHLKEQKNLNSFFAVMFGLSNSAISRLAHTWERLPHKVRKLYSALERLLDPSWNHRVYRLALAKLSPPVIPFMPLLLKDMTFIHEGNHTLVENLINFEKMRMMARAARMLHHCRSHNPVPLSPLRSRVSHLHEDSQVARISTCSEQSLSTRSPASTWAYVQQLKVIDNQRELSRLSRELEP
Abeta yeast res: qHTS for compounds that reverse cellular toxicity of Amyloid beta (A-beta) peptide in yeast: Primary Screen; yeast expressing A-beta42, growth rescue, OD600, 48 h; response scale: 0% DMSO, 100% iron-clioquinol control; Potency, µM (highest dose often 46.1 µM), for inactives: at the top dose growth rescue, actives largely listed as activators; 410,000 compounds, 0.063% hits; AID 1347071, 2019; note: potency is the fitted concentration of half-maximal effect; nearly all actives have a fitted effect of over 55% in size
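Yeast growth medium received pinned compounds, then yeast cells expressing toxic A-beta were added; plates incubated at 30 C for 48 hr. Growth read as absorbance at 600 nm, normalized to DMSO and equimolar FeCl3 plus clioquinol controls.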
PLK1 PBD block: qHTS for Inhibitors of PLK1-PDB (polo-like kinase 1 - polo-box domain): Primary Screen; Serine/threonine-protein kinase PLK1 (Homo sapiens), P53350; Plk1 PBD binding of FITC phosphopeptide, fluorescence polarization; Potency, µM, inactives show max response, negative = inhibition, most hits filed as inhibitors; 360,000 compounds, 2.8% hits; AID 720504, 2013; note: potency is the fitted concentration of half-maximal effect; series mostly up to about 57 µM; % is set by controls: 0 for no effect and ±100 for the full control effect; nearly all actives have a fitted effect of over 65% in size
WRN helicase inh: qHTS for Inhibitors of WRN Helicase; Bifunctional 3'-5' exonuclease/ATP-dependent helicase WRN (Homo sapiens), Q14191; WRN helicase unwinding, fluorescent forked duplex, kinetic; Potency, µM (top dose mostly 114 µM), for inactives: top-dose activity change, negative = inhibition, actives largely listed as inhibitors; 360,000 compounds, 0.46% hits; AID 651768, 2012; note: potency is the fitted concentration of half-maximal effect; % is set by controls: 0 for no effect and ±100 for the full control effect; nearly all actives have a fitted effect of over 55% in size
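WRN at 20 nM final preincubated with compound 15 min at room temperature; reaction started with 100 nM fluorophore/quencher forked duplex oligonucleotide and 2 mM ATP final. Unwinding followed kinetically by red fluorescence (ex 525, em 598 nm).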
EPAC1 agonist: qHTS for Agonist of cAMP-regulated guanine nucleotide exchange factor 3 (EPAC1): primary screen | AID 720707, 2013 | Rap guanine nucleotide exchange factor 3 (Homo sapiens), O95398 | EPAC1 agonist qHTS, biochemical assay; response scale: 100% = response to 6.5 mM cAMP | Potency, µM (series often up to 154 µM), for the others: at the top dose activation, actives largely listed as activators | 360,000 compounds, 0.073% hits; note: potency is the fitted concentration of half-maximal effect; nearly all actives have a fitted effect of over 60% in size
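EPAC1 100 nM, Rap1B–BODIPY-GDP 250 nM, unlabeled GDP 50 uM; compound titration; 5 min RT; kinetic read ex480/em540 at 5-min intervals ×30 min; data normalized to 6.5 mM cAMP agonist control.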
IL-2 act: qHTS of IL-2 Activators; IL-2 activation reporter assay, cell-based qHTS; stimulated with anti-CD3/CD4/CD28 beads; in transgenic mouse T cells; activation, % (series mostly up to about 46 µM); 360,000 compounds, 0.065% hits; in the data active = activation above about 50%; inconclusive = mostly about 30% to 49%; note: 0% is about no effect
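EGFP and DsRed fluorescence is measured by plate cytometry in unstimulated transgenic mouse T cells exposed to compound for 60 minutes, then stimulated 18 hours at 37 degrees C with anti-CD3/anti-CD4 beads plus anti-CD28.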
Starred values were filed as active, the others as inactive; ? = inconclusive; · = not tested or not shown; [ ] = remark or other dose. Unless noted, calls come from the whole dose curve; as a rule, active = well fitted curve in the direction sought with a large enough effect; inconclusive = small, poorly fitted or top-dose-only effect, or another doubt; inactive = no such curve, though single readings can be large; an effect the other way counts as inactive or inconclusive.

SMILES	FUS suppressor	PI5P4K alpha inh	EPAC1 antag	Abeta yeast res	PLK1 PBD block	WRN helicase inh	EPAC1 agonist	IL-2 act
CC(=O)c1ccccc1NS(=O)(=O)c1ccccc1Cl	-19%	8	12%	3%	-8%	-17%[57.1 µM]	10%	-3.7
O=C(NCc1cccc(CNC(=O)c2ccco2)c1)c1ccco1	27%	·	4%	-6%	-1%	-1%	2%	-0.5
O=C1c2ccccc2NC(c2ccccn2)N1NS(=O)(=O)c1ccccc1 (centres undefined)	9%	6	-11%	10%	-16%	7%	13%	-0.7
C/C(=N\NC(=O)c1cc(-c2cccnc2)nc2ccccc12)c1ccc(O)cc1O	·	-10	-19%	-12%	-20%	-25%	8%	-4.5
CC1CCCN(C(=O)C2CCN(S(=O)(=O)c3ccc4c(c3)CC(C)N4C(=O)C3CC3)CC2)C1 (centres undefined)	-7%	-3	4%	3%	-3%	1%	1%	1.0
CCN(CC(=O)Nc1ccc(NC(C)=O)cc1)C(=O)/C=C/c1ccc([N+](=O)[O-])cc1	19%	5	-6%	-16%	-6%	-9%	-1%	-0.8
S=C1NC[C@H](Cc2ccccc2)N1CCc1cccc2ccccc12	18%	23	17%	14%	2%	2%	1%	-0.4
CC(=O)Nc1c(-c2cc(=O)oc3cc(C)ccc23)oc2ccccc12	-1%	3	-6%	4%	1%	0%	-2%	1.4
Cc1noc(C)c1COc1ccc(C(=O)OCC(=O)Nc2ccc(C(=O)N(C)C)cc2)cc1	20%	8	-2%	-1%	-13%	-19%	-40%[inhibitor]	-1.1
COc1cc(C(=O)OCC(=O)NC2CCCC2)cc(NC(=O)c2ccco2)c1OC	-7%	8	4%	20%	1%	2%	5%	-0.7
C=CCN(CC=C)CCCOc1ccc(Br)cc1Cl	-1%	-5	3%	-3%	-4%	3%	-10%	-1.0
C=CCn1c(SCC(=O)NC2(C#N)CCCCC2)nnc1-c1ccncc1	-3%	-1	15%	-3%	2%	13%	3%	-3.9
Nc1ccccc1C#Cc1ccc2[nH]ccc2c1	28%	3	2%	-20%	5%	10%	-14%	0.0
COc1ccc(NN=Nc2nc3c([nH]2)c(=O)n(C)c(=O)n3C)cc1	17%	-2	5%	0%	4.7µM*	1%	0%	-0.6
Cc1ccccc1Nc1c([N+](=O)[O-])ccc2nonc12	4%	3	-9%	-4%	-18%	10%	-1%	-0.6
COc1cc(C(=O)OCC(=O)c2ccc(S(=O)(=O)N3CCCCC3)cc2)cc(OC)c1OC	10%	-7	-12%	-6%	-6%	-4%	18%	0.6
Cc1ccc(NC(=O)CCC2CC(C)(C)OC2=O)cc1 (centres undefined)	11%	-6	-4%	8%	-5%	3%	0%	-0.4
COc1ccc(S(=O)(=O)NCCOc2ccccc2)cc1-n1cnnn1	12%	3	-12%	-19%	-13%	-27%	-4%	-0.2
COc1ccc(N(CC(=O)NC2CCCCCC2)S(=O)(=O)c2c(C)nn(C)c2C)cc1	15%	0	-13%	1%	-5%	-4%	8%	-2.2
Cc1c(C(=O)N2CCC(Cc3ccccc3)CC2)cccc1[N+](=O)[O-]	24%	1	-4%	6%	-12%	-6%	-6%	-0.8
CCCCNC(=O)O[C@@H]1C[C@H]2CCC(=O)N3CC[C@@H](C1)[C@@H]23	-28%	-1	-8%	-15%	-5%	3%	-20%	0.2
COc1ccc(N2CC(O)=C(c3nc(-c4ccc(F)cc4)cs3)C2=N)cc1OC	3%	-2	-7%	-4%	-1%	-16%	7%	-6.6
CC(C)(C)NC(=O)CSc1ccc(S(=O)(=O)N2CCOCC2)cn1	·	-7	-13%	11%	-2%	9%	-7%	-4.1
Cc1ccc(C)c(C(=O)NC(C)CCc2ccccc2)c1 (centres undefined)	6%	0	-21%	13%	-2%	5%	9%	0.9
COC(=O)c1cc(S(=O)(=O)NCc2cccs2)c[nH]1	-4%	-1	4%	-1%	2%	5%	-2%	-0.8

The list continues.
SMILES	FUS suppressor	PI5P4K alpha inh	EPAC1 antag	Abeta yeast res	PLK1 PBD block	WRN helicase inh	EPAC1 agonist	IL-2 act
c1ccc(Cn2nnc3ccccc32)cc1	-15%	-4	-5%	11%	-3%	7%	2%	0.1
CC(Oc1ccccc1Cl)C(=O)Nc1ccccc1C(=O)N1CCOCC1 (centres undefined)	-1%	4	-14%	0%	0%	-12%	24%	-0.7
Cc1ccccc1-c1cnc(C(O)c2ccc(F)cc2)[nH]1 (centres undefined)	-10%	0	-7%	5%	-1%	-3%	-9%	-0.1
CCCCN(CCCNC(=O)c1ccc(CS(=O)(=O)c2ccc(OC)cc2)o1)Cc1ccccc1	2%	4	4%	8%	-15%	0%[57.1 µM]	-15%	-1.9
COc1ccc2[nH]c3c(c2c1)CCN1C(=O)N([C@@H](C)C(=O)NCc2ccccc2OC)C(=O)[C@]31C	27%	10	-10%	2%	56%[activator]	-1%	3%	-0.5
O=C(CCS(=O)(=O)c1ccc(Cl)cc1)Nc1cccc(S(=O)(=O)N2CCCCCC2)c1	·	3	-16%	3%	-5%	-7%	21%	-0.4
COc1ccccc1CC(=O)Nc1cccc(C(=O)NN2C(=O)c3ccccc3C2=O)c1	·	7	-3%	5%	3%	-2%	10%	-2.4
CCCCC(NC(=O)Cc1c(C)c2cc3c(C)c(C)oc3c(C)c2oc1=O)C(=O)O (centres undefined)	?	9	-22%	7%	-19%	-3%	-1%	-0.4
NC(=S)NNc1cc(Cl)cc(Cl)c1	10%	0	-8%	-75%[inhibitor]	-30%	3%	-2%	-4.1
CS(=O)(=O)N(CC(=O)N1CCCC1)Cc1ccc(Cl)cc1	·	-8	2%	-2%	-9%	-26%	-2%	-0.3
O=S(=O)(c1ccc(F)cc1)N1CCN(CC(O)COCc2ccccc2)CC1 (centres undefined)	·	-4	-1%	4%	-1%	10%	11%	-3.0
O=C(CCN1CCCO1)N1CCCC(N2CCN(c3cccc(C(F)(F)F)c3)CC2)C1 (centres undefined)	·	4	-6%	-3%	-7%	-11%	9%	-3.0
CN1C(=S)NC(C)(C)CC1(C)c1ccc(O)cc1O (centres undefined)	·	1	-13%	12%	-6%	1%	4%	-0.4
COc1cc(OC)cc(C(=O)N[C@H](C(=O)OCC(=O)Nc2ccc3c(c2)OCO3)C(C)C)c1	28%	8	-18%	-4%	8%	-5%	0%	-0.6
Cc1onc(-c2c(Cl)cccc2Cl)c1C(=O)Nc1ccc(C(N)=O)cc1	?	-2	18%	11%	1%	-3%	0%	0.8
O=C(Nc1ccccc1)C1=C[C@H](c2coc3ccccc3c2=O)C[C@H](OCCCCO)O1	22%	2	-3%	-8%	-6%	-2%	2%	-1.6
COc1ccc([C@H]2CC(=O)C=C(/C=C/Cc3ccccc3)C2)cc1	26%	1	-11%	-32%	-15%	-16%	2%	0.2
Cc1cc(C)c(S(=O)(=O)c2ccc(Cl)cc2)c(Cl)n1	-11%	1	-11%	3%	-7%	-6%	4%	-0.7
C/C(=N\NC(=S)NCCc1ccccc1)c1ccc(C#N)cc1	26%	·	12%	3%	-3%	-4%	1%	-0.7
Cc1ccc(C(=O)NNC(=S)NC(=O)c2ccc(Cl)cc2)cc1	6%	·	-1%	?	-9%	-9%	7%	-3.4
CC1=CC(C)C(COC(=O)CN2CCCCC2)C(C)C1 (centres undefined)	6%	0	-3%	-13%	3%	0%	-4%	-3.4
CC1Cc2ccccc2N1C(=S)Nc1ccc(S(N)(=O)=O)cc1 (centres undefined)	·	-4	-4%	-19%	-8%	-1%	5%	-0.5
O=C(C1CC1)N1CCC(c2nc(-c3ccc(S(=O)(=O)NCC4CCCO4)cc3)no2)CC1 (centres undefined)	16%	·	3%	0%	-1%	6%	-3%	-2.5
Cc1c(Cl)cccc1Nc1nc(N)nc(CSc2ncccn2)n1	7%	·	4%	18%	4%	-1%	3%	0.2
COCCn1c(=O)[nH]c(=O)c2cc(C(=O)c3cc(OC)ccc3O)cnc21	·	-7	-12%	11%	-9%	-2%	0%	-0.6

Part of the list above, limited to IL-2 act and PLK1 PBD block:
SMILES	IL-2 act	PLK1 PBD block
COc1ccc(S(=O)(=O)NCCOc2ccccc2)cc1-n1cnnn1	-0.2	-13%
C/C(=N\NC(=S)NCCc1ccccc1)c1ccc(C#N)cc1	-0.7	-3%
COc1ccc(N(CC(=O)NC2CCCCCC2)S(=O)(=O)c2c(C)nn(C)c2C)cc1	-2.2	-5%
CCCCC(NC(=O)Cc1c(C)c2cc3c(C)c(C)oc3c(C)c2oc1=O)C(=O)O (centres undefined)	-0.4	-19%

Later entries
SMILES	FUS suppressor	PI5P4K alpha inh	EPAC1 antag	Abeta yeast res	PLK1 PBD block	WRN helicase inh	EPAC1 agonist	IL-2 act
O=C1CSC(=S)N1/N=C/c1ccc(O)c(O)c1O	40%	-95*	25µM*	-4%	0.95µM*	10µM*	-10%	-0.9
CC1(C(=O)NS(=O)(=O)c2ccccc2)CCN1C(=O)Cc1cccs1 (centres undefined)	-13%	-2	-12%	10%	-5%	2%	4%	-0.2
O=C(NCCOc1ccccc1)c1cc([N+](=O)[O-])ccc1N1CCOCC1	·	2	2%	5%	-3%	-1%	-2%	-0.3
CCn1nc2cc(C(=O)NCCc3cccs3)ccc2c1OC	-3%	3	2%	-4%	2%	12%	-7%	0.3
Cc1ccc(C(=O)OCC(=O)Nc2cc(C(C)(C)C)no2)c(C)c1	-10%	19	-15%	-12%	3%	1%	-6%	0.6
Cc1ccc(C(=O)Cc2nc3ccccc3[nH]2)cc1	41%	5	-6%	-22%	-18%	8%	0%	0.2
Cc1ccc(-c2noc(CCC(=O)Nc3cccc(C#N)c3)n2)cc1	9%	13	-19%	9%	-8%	5%	19%	0.0
COCc1cc(C)nc2sc3c(=O)n(-c4cccc5ccccc45)nnc3c12	3%	0	17%	10%	-4%	0%	3%	-3.2

Compound activity deposited in PubChem BioAssay by National Center for Advancing Translational Sciences (NCATS).
